WT yeast gro inh: growth inhibition of WT strain, primary screen, mitochondrial fusion inhibitor project, WT and mutant strains, chemical genetic. mitochondrial fusion phenotypic screen. inhibition, % at 10 µM. 2.1% of 190,000 active. AID 1362, 2008; in the data active = inhibition above about 58%; tested in S. cerevisiae
AID2073: inhibitors of Mint1-CaV2.2 protein interaction, biochemical, HTRF (AID 2073); HTRF protein-protein interaction, Mint1-CaV2.2; higher % means a stronger effect; 0.19% of 290,000 active; inhibition, % at 20 µM; hits with a dose series show IC50 in µM; Voltage-dependent N-type calcium channel subunit alpha-1B (Homo sapiens); in the data active = inhibition mostly above about 51%, no sharp cut-off; note: some results filed as inactive read as strong as hits
Autophagy HCS: autophagy modulators in MEF cells, primary screen, imaging, high-content, MEF GFP-LC3. calls only at 10 µM (by protocol). 0.98% of 190,000 active. MEF GFP-LC3 puncta imaging; test concentration mostly 10 µM;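 active = percentage of spot-positive cells more than 3 SD above its plate mean, without a fluorescence outlier flag or 80% toxicity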;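 note: spot-positive cell cutoff set from DMSO-treated cells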
Insulin prom up: insulin promoter activators in MIN6 cells, imaging, high-content screening, mouse beta cells. MIN6 insulin promoter-GFP reporter; hits give high values. z-score at 5 µM. 0.3% of 190,000 active. AID 1625, 2009;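 active = z-score above 3 at 5 µM with at least 500 cells counted in the well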
b-catenin transl: modulators of beta-catenin nuclear translocation, primary screen, imaging, HeLa cells, immunofluorescence, high-content | nuclear translocation activity, % at 5 µM | AID 1665, 2009 | 0.3% of 190,000 active;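 active = nuclear translocation activity above 50% at 5 µM, with a well cell count of 50 or more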;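 note: per-cell ratio of nuclear to cytoplasmic median beta-catenin stain intensity; plate controls were DMSO negative control for no effect and GSK-3 inhibitor IX positive control for full effect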
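Signal – beta-catenin immunofluorescence imaging with DAPI · Test system – human HeLa cell line · Dosing – 5 µM primary single dose, 0.1% DMSO, 0.02–20 µM confirmation series · Measure – % activation, nuclear-to-cytoplasmic median beta-catenin signal ratio per cell · Incubation – 24 h compound exposure at 37°C, 5% CO2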
HIV fusion peptide: inhibitors of HIV fusion peptide binding, primary screen, biochemical, uHTS, fluorescence dequenching (AID 1986); inhibition, % at 20 µM, or IC50 in µM where a hit was titrated; 0.3% of 290,000 active; cell-free peptide binding, fluorescence dequenching, 30 min; higher % means a stronger effect; in the data active = inhibition mostly above about 52%, no sharp cut-off; inactive = mostly below about 76%; note: some results filed as inactive read as strong as hits
MT stabilize HCS: microtubule stabilizers in HeLa cells, primary screen, imaging, high-content imaging. HeLa tubulin immunostaining HCS, 24 h; share of cells brighter than vehicle mean+2SD. 0.83% of 200,000 active. % tubulin-high responders, % at 10 µM;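 active = plate Z-score above 3 for both tubulin-high and condensed-nucleus cell shares, with cell loss under 80%, at 10 µM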;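 note: anti alpha tubulin signal scored within the nucleus-defined area of each cell; some results filed as inactive read as strong as hits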
Yfh1-depleted yeast: enhancers of respiration in Yfh1-depleted yeast, dose response, Friedreich's ataxia, plus single-dose screen (AID 1465). S. cerevisiae Yfh1-off respiration, WST-1 reduction, 72 h; higher fold induction means a stronger effect. fold induction at 50 µM, or EC50 in µM where a hit was titrated. 0.074% of 220,000 active;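 active = fold induction of absorbance versus untreated yeast above a set limit, then at least 30% activation at any dose in follow-up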;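 note: activators that raise dye reduction in frataxin-depleted yeast; strong numbers were not always called active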
Dynein cargo inh: inhibitors of GR-EGFP nuclear translocation, primary screen, dynein cargo transport inhibitor project, imaging, high-content, 3617.4 mouse cells; 0.47% of 220,000 active; z-score, hits read low; test concentration mostly 20 µM; stimulated with dexamethasone, 1 µM; hits give low values;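 active = plate z-score of nuclear minus cytoplasmic receptor signal below a set negative limit, without overly bright fluorescence or cell loss, cut at about -3.5 in these data, passing the limit was not always enough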;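 note: z-score of nuclear minus cytoplasmic ring GR-EGFP intensity difference per well; some compounds called inactive have numbers as strong as hits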
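Buffer or medium: tetracycline-free induction medium containing charcoal-stripped FBS / Reagent: dexamethasone agonist, 1.0 µM final, for 30 min / Technique: automated 10x imaging of fixed Hoechst-stained cells / Times: induction 48 h, compound 1 h, agonist 30 min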
WT yeast gro inh mutant strain: also measured in WT yeast gro inh; calls as there; inhibition, %; mitochondrial fusion phenotypic screen, mutant strain inhibition
Dynein cargo inh cytoplasmic EGFP: recorded beside Dynein cargo inh, whose call it bears; z-score; measured here: cytoplasmic GR-EGFP intensity; hits give high values
Dynein cargo inh nuclear GR-EGFP: also measured in Dynein cargo inh; calls as there; z-score; measured here: nuclear GR-EGFP intensity;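 lower value marks the stronger effect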
Dynein cargo inh cell count: also measured in Dynein cargo inh; calls as there; z-score; measured here: cell count per field
Insulin prom up cell count: also measured in Insulin prom up; calls as there; cell count; measured here: cytotoxicity, nuclei count;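 total cells summed across four imaged fields per well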
b-catenin transl cell count 5 µM: further read-out of b-catenin transl, marked with its call; cell count; measured here: cell count, cytotoxicity flag
MT stabilize HCS Hoechst-high %: also measured in MT stabilize HCS; calls as there; % Hoechst-high responders; measured here: nuclear condensation Hoechst responders;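 share of cells brighter than vehicle mean plus two SD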
MT stabilize HCS cytotoxicity %: also measured in MT stabilize HCS; calls as there; toxicity, %; measured here: cytotoxicity by cell density;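 0% = mean cell density of plate MIN control wells and 100% = no cells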
Autophagy HCS cell loss 18 h: recorded beside Autophagy HCS, whose call it bears; toxicity, %; measured here: cell loss, nuclei count;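 cell loss after 18 h compound exposure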
* = called active by the depositor; i = inactive; / = not tested or not shown.

SMILES	WT yeast gro inh	WT yeast gro inh mutant strain	AID2073	Autophagy HCS	Autophagy HCS cell loss 18 h	Insulin prom up	Insulin prom up cell count	b-catenin transl	b-catenin transl cell count 5 µM	HIV fusion peptide	MT stabilize HCS	MT stabilize HCS Hoechst-high %	MT stabilize HCS cytotoxicity %	Yfh1-depleted yeast	Dynein cargo inh	Dynein cargo inh cytoplasmic EGFP	Dynein cargo inh nuclear GR-EGFP	Dynein cargo inh cell count
CCOC(=O)CNS(=O)(=O)c1ccc(C)cc1	-7	-20	-14%	i	17	-0.11	1259	-1.4	592	1.8%	2.7	2.0	6.7	i	0.15	-0.25	1.2	-0.72
S=c1[nH]nc(-c2cc(-c3ccccc3)n[nH]2)n1/N=C/c1ccccc1	/	/	-7%	/	/	-0.3	1031	-1.5	1319	0.3%	/	/	/	i	0.15	-0.18	0.9	-1.2
CCC(c1nnnn1C1CCCC1)N1CCC(C(N)=O)CC1 (stereo not drawn)	5	-6	-10%	i	-4	0.49	1299	0.3	1079	0.9%	1.2	1.7	2.5	i	1.6	-0.16	0.4	-1
CC(C)CN(CC(C)C)C(=S)NC1CCCCC1	19	11	-19%	i	8	-0.14	1260	0.9	603	1.1%	3.2	2.2	3.2	i	0.44	-0.23	0.28	-0.3
S=c1[nH]nc(-c2ccc3ccccc3n2)n1-c1ccccc1	-30	-3	16%	i	1	-0.16	1497	-2.1	1133	-0.8%	2.4	2.4	9.9	i	0.056	-0.26	-0.083	0.38
CC(C(=O)Nc1nc2ccccc2s1)n1cc([N+](=O)[O-])cn1 (stereo not drawn)	10	4	10%	i	3	0.57	1248	0.4	1088	-0.7%	1.7	1.8	6.7	i	1	0.018	0.24	-1.7
COC(=O)c1ccc(CC(=O)c2ccc(O)cc2O)o1	-5	-13	-12%	i	3	-0.27	1024	-1.8	722	-1.0%	4.3	2.1	9.7	i	-0.63	-0.22	0.026	0.11
O=C(NCc1ccco1)c1nnc(Cc2ccc(F)cc2)o1	16	4	2%	i	-13	-0.21	1229	0.6	1036	-0.4%	4.0	2.4	4.2	i	0.0012	-0.22	0.33	0.7
O=C1CC(c2ccccc2)n2nc(NC(=O)c3cccnc3)nc2N1 (stereo not drawn)	-2	-11	15%	i	8	0.42	1122	-1.3	765	-0.7%	2.5	2.7	6.6	i	-0.53	-0.31	-0.036	1.5
O=C(NCc1ccccn1)c1cc(S(=O)(=O)N2CCN(c3ccccc3)CC2)ccc1Cl	33	11	-18%	i	21	-0.54	957	-1.7	944	0.7%	3.3	2.8	7.9	i	0.092	-0.21	0.0064	-0.9
Cc1ccc(S(=O)(=O)N2CN(Cc3ccco3)c3nc4ccccc4nc32)cc1C	45	18	52%	i	13	-0.4	1422	0.8	1377	18%	1.5	0.6	9.3	i	-0.65	-0.18	-0.079	-0.27
COc1ccc([N+](=O)[O-])cc1NS(=O)(=O)c1cc(C(=O)O)ccc1OC	/	/	4%	/	/	0.08	1299	-0.6	1259	-1.2%	/	/	/	i	0.72	-0.27	-0.062	0.27
CN(C)C(=O)c1cn(-c2ccccc2)nc1-c1cc2ccccc2oc1=O	-13	5	21%	i	0	-0.29	1323	0.2	1022	-0.5%	3.7	1.7	7.6	i	-0.55	-0.35	-0.38	0.85
CC(=O)Nc1ccc(/C=C(\C#N)C(=O)NCc2ccccc2)cc1	-2	27	-2%	i	9	0.28	1323	/	/	3.8%	1.8	3.9	1.6	i	-0.11	-0.18	-0.38	-0.36
C/C(=N\NC(=O)Cc1ccc(F)cc1)c1ccc(O)cc1	-7	3	13%	i	-8	0.35	1225	-1.5	1077	-2.2%	1.8	1.5	7.4	i	-0.32	-0.19	-0.46	0.91
CCCCc1ccc(Nc2nc(CCC)cc(=O)[nH]2)cc1	35	-1	5%	i	5	0.28	1093	-0.2	1141	-1.3%	3.1	1.4	5.9	i	-0.6	-0.2	0.21	1.7
O=C(CCNC(=O)Cn1ccc2ccccc2c1=O)NCCCN1CCOCC1	23	14	-6%	i	-4	0.8	1340	-1.1	1148	-0.1%	2.2	2.4	2.0	i	-0.62	-0.36	-0.72	1.6
Cc1ccc(S(=O)(=O)NCCNc2ccc([N+](=O)[O-])cc2C(F)(F)F)cc1	-12	1	10%	i	49	1.2	1513	1.5	1367	0.4%	1.5	1.4	4.1	i	0.78	-0.19	0.39	-0.71
Fc1c(F)c(C(F)(F)F)c(F)c(F)c1N/N=C\c1cccs1	26	28	-10%	i	11	-0.13	889	-0.6	1230	2.9%	2.1	1.2	1.5	i	0.98	-0.18	0.93	-0.78
CN1CC=C2C(C#N)=C(N)C(C#N)(C#N)C(CCc3ccccc3)C2C1 (stereo not drawn)	-8	-1	-3%	i	24	2.8	1580	1.0	1054	65%	3.1	2.2	4.0	i	-3	30	4.7	0.069
O=C(Oc1c(CN2CCOCC2)cc(Cl)c2cccnc12)c1ccccc1Br	/	/	14%	/	/	-0.2	1368	-2.7	1245	-1.0%	/	/	/	i	-0.16	-0.23	-0.33	0.11
Cc1ccc(NC(=O)/C(C#N)=C/c2ccsc2)c(C)c1	0	5	9%	i	-8	0.76	1373	-4.4	513	0.3%	2.1	1.3	0.5	i	-0.11	-0.22	0.085	0.12
C=CCn1c(C(C)NC(=O)c2ccccc2)n[nH]c1=S (stereo not drawn)	-22	-5	-12%	i	6	0.54	1577	1.6	1368	-3.5%	2.6	2.4	7.7	i	-0.36	0.17	0.58	-0.91
C#CCOCCOCCOCCNc1nc(N2CCOCC2)nc(N2CCN(C(=O)[C@H](Cc3ccc(O)cc3)n3cc([C@@H](N)CC(C)C)nn3)CC2)n1	-2	-4	16%	i	12	-1.3	1395	-1.7	1150	1.1%	2.9	0.9	2.7	i	0.52	-0.14	0.75	-1.9
COc1cc(OC)cc(C(=O)N[C@H](C(=O)OCC(=O)c2ccc3c(c2)NC(=O)CO3)C(C)C)c1	8	14	13%	i	2	-0.72	1147	3.8	1095	-0.3%	2.7	1.3	9.8	i	-0.93	-0.013	-0.24	0.89
(listing goes on)
SMILES	WT yeast gro inh	WT yeast gro inh mutant strain	AID2073	Autophagy HCS	Autophagy HCS cell loss 18 h	Insulin prom up	Insulin prom up cell count	b-catenin transl	b-catenin transl cell count 5 µM	HIV fusion peptide	MT stabilize HCS	MT stabilize HCS Hoechst-high %	MT stabilize HCS cytotoxicity %	Yfh1-depleted yeast	Dynein cargo inh	Dynein cargo inh cytoplasmic EGFP	Dynein cargo inh nuclear GR-EGFP	Dynein cargo inh cell count
COc1cccc(OCC(Cn2cnc3ccccc32)OC(C)=O)c1 (stereo not drawn)	11	20	47%	i	17	-0.3	1471	0.0	1571	1.5%	3.0	1.4	2.3	i	-0.065	-0.26	0.17	0.27
Cc1ccc(C(=O)Oc2cc(C)[nH]c(=O)c2[N+](=O)[O-])cc1	0	-5	-10%	i	-3	1.6	1163	-1.8	1166	-1.1%	1.7	2.4	2.7	/	-0.97	-0.23	-0.45	0.72
NNc1ccc(Cc2ccc(Cl)cc2Cl)nn1	3	8	7%	i	23	0.31	1214	-1.4	1058	-4.8%	1.8	3.3	5.1	i	-0.41	-0.33	-0.056	0.2
CCCn1nnc(NC(=O)c2ccc(-c3ccccc3)cc2)n1	-10	3	-6%	i	1	-0.48	1323	3.7	1229	0.3%	3.8	1.4	4.8	i	1.1	-0.24	0.96	0.16
COc1ccc(OC)c(NC(=O)CS(=O)(=O)Cc2nc(-c3ccccc3C)oc2C)c1	1	-16	2%	/	/	0.38	1996	-1.3	1041	-0.9%	1.9	2.4	7.1	i	-0.07	-0.22	0.24	-0.14
Oc1ccc(-c2onc3ccc(Cl)cc23)cc1	-14	6	14%	i	-7	/	/	/	/	1.5%	2.0	1.4	2.1	i	-0.71	0.13	-0.093	0.14
CCOC(=O)C1CCCN(Cc2nc(N)nc(Nc3ccc(Cl)cc3)n2)C1 (stereo not drawn)	8	10	3%	i	6	-0.91	1201	-1.4	1034	3.0%	1.5	2.1	24	i	-0.31	0.77	0.3	0.95
O=C1CCCC(=O)C1Sc1ccc(Cl)cc1	-26	7	44%	i	0	-0.34	1167	4.6	999	0.3%	4.6	1.2	5.1	i	0.71	0.081	0.65	-0.77
Cc1nc(N2CCOCC2)nc(Oc2ccccc2)c1[N+](=O)[O-]	/	/	16%	/	/	-0.48	1064	-0.5	1299	-0.3%	/	/	/	i	-0.13	-0.25	-0.47	0.97
O=C(Cc1ccc(Br)cc1)N1CCN(c2ccccc2O)CC1	6	-7	-8%	i	-4	0.55	765	2.0	990	-2.7%	1.1	1.4	4.8	/	-0.36	0.059	0.042	0.52
Cc1cccc(Cn2c(N3CCc4ccccc4C3)nc3c2c(=O)[nH]c(=O)n3C)c1	0	-8	-1%	i	8	-1.1	902	-3.4	1101	0.5%	2.8	1.6	7.1	i	-1.1	-0.35	-0.59	0.86
CC(OC(=O)c1ccc2ccccc2n1)C(=O)c1ccccc1 (stereo not drawn)	-6	12	2%	i	-3	/	/	0.0	1529	-0.8%	1.6	2.0	7.9	i	-0.15	-0.27	-0.16	0.48
Clc1ccc(-n2ncc3c(NCCCn4ccnc4)ncnc32)cc1	18	18	4%	i	-3	-0.64	893	-3.1	1243	0.6%	1.3	1.2	7.9	i	0.14	-0.18	0.39	0.11

Limited to Dynein cargo inh cell count, MT stabilize HCS cytotoxicity % and AID2073, for some of the entries so far:
mol	Dynein cargo inh cell count	MT stabilize HCS cytotoxicity %	AID2073
COc1cccc(OCC(Cn2cnc3ccccc32)OC(C)=O)c1 (stereo not drawn)	0.27	2.3	47%
Clc1ccc(-n2ncc3c(NCCCn4ccnc4)ncnc32)cc1	0.11	7.9	4%

From PubChem BioAssay
